From PubChem BioAssay
M1 antag = human M1 muscarinic receptor antagonists, primary screen, CHO-K1 cells, Fluo-8 calcium fluorescence, 1536-well. AID 588852, 2011. inhibition, % at 3 µM. CHO-K1 hM1, ACh EC80 antagonist. hit rate 1.3% among 360,000;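 active = percent inhibition above its own plate's cutoff, namely the mean of that plate's compound wells plus 3 SD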;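 also: peak over basal fluorescence ratio during 140 s after agonist addition; 0% = ACh EC80 plus DMSO and 100% = DMSO alone without agonist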
Target sequence (P11229 whole entry, looked up): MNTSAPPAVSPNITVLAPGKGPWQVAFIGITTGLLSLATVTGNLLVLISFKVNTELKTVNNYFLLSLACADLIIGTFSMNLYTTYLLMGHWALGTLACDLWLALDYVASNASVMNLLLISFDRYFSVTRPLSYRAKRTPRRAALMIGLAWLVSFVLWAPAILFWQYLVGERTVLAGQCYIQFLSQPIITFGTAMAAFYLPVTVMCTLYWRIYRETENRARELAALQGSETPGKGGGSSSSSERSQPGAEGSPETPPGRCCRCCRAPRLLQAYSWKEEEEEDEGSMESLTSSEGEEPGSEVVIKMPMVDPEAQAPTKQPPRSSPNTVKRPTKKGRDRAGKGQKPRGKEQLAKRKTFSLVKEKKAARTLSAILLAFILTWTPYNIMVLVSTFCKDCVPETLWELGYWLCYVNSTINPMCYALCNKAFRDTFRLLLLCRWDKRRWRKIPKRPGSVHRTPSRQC
M1 PAM = human M1 muscarinic receptor positive allosteric modulators, primary screen, CHO-K1 cells, Fluo-8 calcium fluorescence, 1536-well. Muscarinic acetylcholine receptor M1 (Homo sapiens), P11229. hit rate 0.088% among 360,000. CHO-K1 hM1, ACh EC20; 0% = ACh EC20, 100% = maximal ACh. activation, % at 3 µM; in the data active = activation above about 19%, passing the limit was not always enough
CHO-K1 Ca ag = counter-screen for M1 agonists: effect in parental CHO-K1 cells; activation, % at 3 µM; AID 602248, 2012; hit rate 0.48% among 360,000; Fluo-8 calcium fluorescence; scaled to maximal ATP response, vehicle zero; in the data active = activation above about 15%;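 also: untransfected CHO-K1 host cells lacking M1 receptor as counterscreen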
TAAR1 antagonist = human TAAR1 antagonists, primary screen, Fluo-8 calcium fluorescence, CHO RD-HGA16 cells; antagonist; inhibition, % at 3 µM; hit rate 1.5% among 360,000; AID 624466, 2012;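 active = inhibition above a per-plate cutoff, the mean inhibition of test compounds on that plate plus 3 SD, cut at about 49% in these data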;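 also: 0% = DMSO plus EC80 beta-PEA response and 100% = DMSO alone without agonist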
Target sequence (Q96RJ0 whole entry, looked up): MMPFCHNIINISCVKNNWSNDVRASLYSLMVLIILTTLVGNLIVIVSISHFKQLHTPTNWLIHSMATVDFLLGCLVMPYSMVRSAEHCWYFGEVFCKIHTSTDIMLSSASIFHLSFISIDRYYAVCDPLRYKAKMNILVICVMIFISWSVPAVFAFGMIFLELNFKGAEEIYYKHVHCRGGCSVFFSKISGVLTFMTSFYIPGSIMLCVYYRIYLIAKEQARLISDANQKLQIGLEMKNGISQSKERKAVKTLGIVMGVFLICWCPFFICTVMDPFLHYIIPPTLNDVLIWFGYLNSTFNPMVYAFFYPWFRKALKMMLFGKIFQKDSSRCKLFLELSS
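System: RD-HGA16 CHO cells with stable hTAAR1 and Gα16 | Probe or stimulus: EC80 β-phenethylamine stimulus | Dosing: 3 µM, single point | Times: Dye loading 75 min at 37 °C, then 30 min room temperature | Measured by: Fluo-8 calcium-sensitive fluorescence | Read-out basis: % inhibition of agonist calcium response | Replicates: n of 1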
TAAR1 agonist = human TAAR1 agonists, primary screen, Fluo-8 calcium fluorescence, CHO RD-HGA16 cells | hit rate 0.99% among 360,000 | Trace amine-associated receptor 1 (Homo sapiens), Q96RJ0 | activation, % at 3 µM | AID 624467, 2012 | vehicle wells 0%, saturating PEA agonist 100%;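 active = activation above the mean activation of all test compounds in the run plus 3 SD, cut at about 38% in these data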
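System: CHO-derived RD-HGA16 cells with stable Gα16 and human TAAR1. Times: 17-24 h plating, Fluo-8 75 min 37 °C, 30 min RT. Measured by: calcium-sensitive Fluo-8 signal, excitation 470-495, emission 515-575 nm. Read-out basis: % activation relative to PEA EC100 response. Control set: DMSO and PEA EC100. Repeats: no replicates (n 1).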
CHO parental Ca = ATP-evoked calcium signal inhibitors, parental CHO, primary screen, counter-screen for OX1R antagonist project, cell-based, fluorescence, Fluo-8 calcium dye. parental CHO-K1, ATP-induced calcium, Fluo-8 fluorescence. inhibition, % at 5.6 µM. hit rate 0.63% among 330,000;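 active = inhibition above that plate's mean sample inhibition plus 3 SD, cut at about 26% in these data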;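 also: 0% = ATP-challenged DMSO wells and 100% = DMSO wells without ATP; some compounds past the cut are filed as inactive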
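Assay system – parental CHO cells · Reagent – ATP stimulus · Detection – intracellular calcium via Fluo-8 no-wash fluorescent dye · Evaluation – percent inhibition of ATP-evoked calcium rise, normalized to controls · Controls – ATP wells versus no-ATP DMSO wells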
M1 PAM parental = nonselective calcium activators in parental CHO-K1 cells, primary screen, counter-screen for M1 PAM project, cell-based, Fluo-8 calcium fluorescence, full deck, 1536-well | ATP EC20; 0% at ATP EC20, 100% at ATP max | activation, % at 3 µM | hit rate 0.02% among 360,000;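 active = activation above the run cutoff, the mean activation of all test compounds plus 3 SD, cut at about 40% in these data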;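 also: peak over basal fluorescence ratio in a 140 s read after ATP addition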
CHO-K1 Ca antag = counter-screen for M1 antagonists: effect in parental CHO-K1 cells. hit rate 0.6% among 360,000. inhibition, % at 3 µM. AID 602250. ATP-induced calcium, Fluo-8 fluorescence;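 active = inhibition above a per-plate cutoff, the plate's mean sample inhibition plus 3 SD, cut at about 24% in these data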;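 also: 0% = DMSO plus EC80 ATP and 100% = DMSO alone without ATP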
CHRM1 agonist = human M1 muscarinic receptor agonists, primary screen, Fluo-8 calcium fluorescence, CHO-K1 cells, HTS; CHO-K1 hM1, agonist mode; 0% DMSO, 100% acetylcholine EC100; hit rate 0.33% among 360,000; activation, % at 3 µM;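 active = activation above the run's mean compound activation plus 3 SD, cut at about 16% in these data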;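 also: peak over basal fluorescence ratio within a 140 s kinetic read after compound addition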
Numbers without * were called inactive; x = no result given.

SMILES	M1 antag	M1 PAM	CHO-K1 Ca ag	TAAR1 antagonist	TAAR1 agonist	CHO parental Ca	M1 PAM parental	CHO-K1 Ca antag	CHRM1 agonist
CC1=CC(=O)C=CC1=Nc1ccc(N(C)C)cc1	-3	1	0.1	-13	1	x	12	1	-13
OCCC1CN(Cc2ccccc2O)CCN1CCc1ccccc1 (stereo unspecified)	-11	2	0.0	-2	6	-17	7	-11	-16
COc1ccc(NC(=O)C2Cc3c(-c4cccc(C(C)=O)c4)ccnc3O2)cc1OC (stereo unspecified)	6	-5	2.4	4	29	x	-17	24*	6
COc1ccc(-n2nc3c(c2NC(=O)c2ccc4c(c2)OCO4)CS(=O)(=O)C3)cc1	-10	14	1.5	-10	0	-18	14	-11	-1
CCCc1nnc(NC(=O)C2CCN(C(=O)c3ccco3)CC2)s1	-17	11	0.4	-5	3	3	2	-11	-2
CCOC(=O)c1ccccc1NS(=O)(=O)c1ccc(OCC)cc1	2	-7	5.4	18	17	21	22	-10	-7
Cc1cccc(CN2CCN(C3CN(CCc4ccccc4)S(=O)(=O)C3)CC2)c1 (stereo unspecified)	-1	-7	0.4	-26	18	x	-1	6	-10
COc1cc(C(=O)NC(C)c2cc(C)ccc2C)ccc1OCC(=O)N1CCOCC1 (stereo unspecified)	16	-7	-0.3	3	1	-5	17	-7	-8
NNC(=O)c1n[nH]c(=O)c2ccccc12	1	2	0.3	-19	0	-7	0	-8	-2
Cc1ccc(O)c(C(=O)c2cc(C#N)c(=O)n(-c3c(C)n(C)n(-c4ccccc4)c3=O)c2)c1	3	-6	3.0	28	15	-9	-5	2	-3
COc1ccc(N/C=C\C(=O)c2ccc3c(c2)OCO3)cc1	-8	0	0.4	-18	7	-7	-1	-4	-4
CCCCCCCNC(=O)C1(CC2CC(c3cccc(Br)c3)=NO2)CCN(C(=O)C2CCCC2)CC1 (stereo unspecified)	2	3	2.0	1	-1	-22	31	-28	-6
COc1ccc(CCNC(=O)CCc2nnc(Cc3ccc4c(c3)OCO4)o2)c(OC)c1	6	-1	0.0	-18	2	-18	-5	3	-6
Cc1ccc(CNC(=O)c2cc(Cl)cc(Cl)c2)n1C	-13	9	0.3	-11	0	-17	2	-10	-5
O=C(C=Cc1ccco1)N1CCOCC1	-12	2	-0.1	-3	7	x	-2	-7	-2
O=C(CN1C(=O)c2ccccc2C1=O)NCc1ccncc1	-3	3	0.4	15	9	-8	2	-2	-3
Cn1c(=O)n(C)c2cc(C(=O)O)ccc21	-26	7	0.4	-14	12	-2	16	-9	-2
Fc1ccc(/C=N/Nc2nnnn2-c2ccccc2)cc1	9	-1	0.5	-2	4	-10	7	-9	-10
COc1ccccc1NC(=O)COC(=O)c1c[nH]c(=O)[nH]c1=O	-16	13	0.2	-28	2	-2	-12	-1	-1
COc1ccc2cc(C(=O)N3CCN(c4ccccc4F)CC3)[nH]c2c1	-4	5	-0.4	-22	11	x	14	-1	-4
COC(=O)C1N2C(=O)[C@@H](NC(=O)COc3ccccc3)[C@H]2SC1(C)C (stereo partly specified)	3	5	1.2	4	12	-3	-8	11	-4
Cc1ccc(Cl)cc1N1CCN(C(=O)Cn2ncn3cccc3c2=O)CC1	5	-13	5.1	-11	5	6	3	-7	0
Cc1ccccc1OCCSc1nnc(-c2cccnc2)n1N	-4	10	0.7	-9	3	2	-6	5	-2
Cc1ccc(O)c(C(=O)c2cc(C(=O)NCCc3ccccc3)c(=O)n(CCc3ccccc3)c2)c1	20	-7	2.4	58*	4	-6	-12	24	-6
COc1cccc(C(=O)Nc2ccc(NC(=O)C3CCCCC3)nc2)c1	-5	6	2.2	6	6	x	4	10	-4
CCOCc1c(C(=O)N2CCN(Cc3ccc(Br)s3)CC2)oc2ccccc12	-14	13	-0.2	-14	-1	-32	6	-20	-5
Nc1nc(-c2ccco2)nn1C(=O)c1ccc(Cl)cc1	-3	2	0.4	-16	11	-1	6	12	0
COc1ccc(-c2nnc(SC)o2)c(OC)c1	-6	7	-0.1	-3	-1	-3	17	2	-4
CC(=O)c1cccc(NC(=O)c2cc(-n3cnnc3)ccc2Cl)c1	-7	3	0.5	-10	5	-14	26	-15	-4
O=C(NCC(c1ccco1)N1CCc2ccccc21)c1ccccc1Br (stereo unspecified)	-12	8	-0.4	-38	-2	-11	-12	9	-5

Single records (already shown). Order of values: M1 antag | M1 PAM | CHO-K1 Ca ag | TAAR1 antagonist | TAAR1 agonist | CHO parental Ca | M1 PAM parental | CHO-K1 Ca antag | CHRM1 agonist
Cc1ccccc1OCCSc1nnc(-c2cccnc2)n1N as listed: -4 | 10 | 0.7 | -9 | 3 | 2 | -6 | 5 | -2
Nc1nc(-c2ccco2)nn1C(=O)c1ccc(Cl)cc1 as listed: -3 | 2 | 0.4 | -16 | 11 | -1 | 6 | 12 | 0
CCOCc1c(C(=O)N2CCN(Cc3ccc(Br)s3)CC2)oc2ccccc12 as listed: -14 | 13 | -0.2 | -14 | -1 | -32 | 6 | -20 | -5
O=C(NCC(c1ccco1)N1CCc2ccccc21)c1ccccc1Br (stereo unspecified) as listed: -12 | 8 | -0.4 | -38 | -2 | -11 | -12 | 9 | -5
CC(=O)c1cccc(NC(=O)c2cc(-n3cnnc3)ccc2Cl)c1 as listed: -7 | 3 | 0.5 | -10 | 5 | -14 | 26 | -15 | -4

Going on with the list.
SMILES	M1 antag	M1 PAM	CHO-K1 Ca ag	TAAR1 antagonist	TAAR1 agonist	CHO parental Ca	M1 PAM parental	CHO-K1 Ca antag	CHRM1 agonist
CCOc1ccc(NC(=O)CN2C(=O)NC3(CCCCCC3)C2=O)cc1	1	0	-0.8	4	0	-16	0	-4	-3
CSc1ccc(CNc2ccccn2)cc1	4	-4	1.0	3	3	-11	-3	0	-7
COc1ccc2c(c1)C(c1ccccc1)=NNC(c1ccco1)=N2	7	-4	0.1	-14	2	-20	3	-17	-2
N=C1CCCN1CC(=O)c1ccc(Cl)cc1	11	-7	0.0	-13	4	-6	-10	8	-7
CCCCOc1ccc(C(=O)NCC(=O)N2CC(C)OC(C)C2)cc1 (stereo unspecified)	-9	1	0.8	7	-1	x	8	-8	-1
COc1ccc(/C=C2\SC(=S)N(Cc3cccnc3)C2=O)cc1C	6	6	0.4	-3	1	-19	4	0	-1
O=C(Nc1ccc2c(c1)nc1n2CCOC1)c1ccccc1	1	3	-0.2	6	13	-2	2	14	-2
Cc1ccc(Nc2nc(Oc3ccc(=O)[nH]n3)nc(N(C)C)n2)cc1	-13	-6	-0.9	9	12	-15	-7	9	-2
O=C(NCC(=O)N(c1ccc2c(c1)OCO2)C(C(=O)NC1CCCC1)c1cccs1)c1ccco1 (stereo unspecified)	-7	4	-0.1	24	10	-15	6	-5	-1
Cn1cnc2cc(NCc3ccc(Cl)cc3)ccc21	0	0	0.1	-2	3	-17	-14	3	-8
Cc1cccc(C(=O)NNC(=O)c2c(O)c3ccccc3n(C)c2=O)c1	2	-1	4.9	7	10	40*	1	-5	1
COc1ccc(C(=O)CN2CCN(c3ncccn3)CC2)cc1	-10	8	1.2	-1	6	-3	11	-13	-5
NS(=O)(=O)c1cccc(NC(=O)COC(=O)Cc2ccc(S(=O)(=O)N3CCOCC3)s2)c1	-10	12	0.7	-7	3	x	10	-15	-1
CC(C)(C)NC(=O)C1c2ccccc2OCC(=O)N1CCCN1CCOCC1 (stereo unspecified)	x	x	0.5	-19	9	x	3	-13	x
O=C(COC(=O)C1CCN(c2ccc(C(F)(F)F)cn2)CC1)c1cccc(Br)c1	-21	8	1.5	-11	2	-17	-5	0	-1
Cc1c(C(=O)N2CC[C@@H](N3CCC(O)CC3)[C@H](O)C2)[nH]c2ccc(Cl)cc12	-4	3	1.1	-23	1	-5	12	-11	-4
CCNc1nnc(-c2ccncc2)s1	-13	6	0.3	-3	0	-14	16	-14	-2
CC(=O)c1ccc(NC(=S)Nc2ccc(N3CCOCC3)cc2)cc1	-17	13	1.2	0	1	0	13	-15	-4
N#Cc1c(/N=C/c2cccs2)sc2c1CCC2	5	7	0.3	11	6	-6	11	-8	-4
CC(=O)Nc1cccc(NC(=O)CSc2ncc(C(=O)Nc3ccc(F)cc3)c(=O)n2C)c1	-19	14	1.2	-20	4	-8	30	-16	2
CC(=O)Nc1ccc(NC(=O)c2ccc(NC(=O)c3ccccc3)cc2)cc1	-12	7	0.2	-16	0	12	-8	-1	-2
O=C(Nc1ccc(F)c(Cl)c1)C1CC(=O)n2c(nc3ccccc32)N1 (stereo unspecified)	-7	8	0.0	3	-1	5	12	-5	-2
Cc1ccc(C(=O)O)cc1S(=O)(=O)N1CCOCC1	-12	9	0.3	-5	9	-14	8	-15	-1
CCOc1ccc(CN(C)C(=O)c2cccnc2OCC)cc1OC	11	-2	2.2	-17	1	8	-9	-13	-3
O=C(CSc1nc2ccccc2s1)Nc1ccc(Cl)c(C(=O)O)c1	0	11	0.5	-3	12	1	24	-11	-10
O=C1CCCN1c1ccc(S(=O)(=O)N2CCN(c3ccccc3)CC2)cc1	6	-6	0.2	8	4	-3	18	-10	-4
Oc1c(N=Nc2nn[nH]n2)ccc2ccccc12	0	2	0.9	-9	1	x	8	-7	-7
Cc1cccn2c(=O)c3cc(C(=O)NCCc4ccccc4)c(=N)n(CCCn4ccnc4)c3nc12	-13	4	0.3	-23	11	-16	19	-6	-6
CCN(C(=O)COc1cc(=O)n(C)c2ccccc12)c1cccc(Cl)c1	-6	5	0.8	5	4	0	18	-4	-5
CC(=O)Nc1ccc(NC(=O)C(Cc2ccccc2)NC(=O)C2CCC(C)CC2)cc1 (stereo unspecified)	0	-1	1.4	-3	2	-16	17	-6	-6
Cc1cc(OC(=O)c2cccc([N+](=O)[O-])c2)c(C)cc1CN1CCOCC1	-2	5	4.8	16	6	6	-12	11	1
Cc1ccc(/C=C2/C(=N)N3N=C(CC(=O)N4CCCC4)SC3=NC2=O)cc1	-6	-2	0.3	-1	2	6	-14	-3	-1
Cc1ccc(NC(=O)CSc2nc3c([nH]c4ccccc43)c(=O)n2C)cc1	-12	2	1.0	-35	-2	-10	17	-1	-12
COCC1CCCCN1C(=O)c1ccc2nc(Cc3ccc(OC)c(OC)c3)oc2c1 (stereo unspecified)	1	-1	1.6	-19	3	-23	-3	-11	1
Cc1cc(NC(=O)COC(=O)CCCOc2ccc(Cl)cc2C)no1	-4	7	-0.4	-17	9	-10	-5	14	-2
O=S(=O)(c1ccc(Cl)cc1)N1CCN(c2nc(-c3cccs3)nc3ccccc23)CC1	-2	12	0.9	-8	1	x	20	-7	-6
Cc1cc(C)n(-c2nc(N(C)C)nc(N3CCOCC3)n2)n1	-7	5	0.1	-5	-1	-6	7	3	-1

Not a hit list. Share with any hit: about 4.4%.
